Compound activity from PubChem.
TCR CD3 inh: human TCR-CD3 binding inhibition | TAMRA-labeled TCR probe fluorescence, biochemical | inhibition, % at 9.4 µM | 0.37% of 360,000 active; in the data active = inhibition above about 19%;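 note: recombinant mutant TCR 2C K166C tagged with TAMRA read by polarization; 0% = receptor in buffer alone and 100% = receptor with positive control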
NR1D1 modulator: modulates human Rev-erb alpha binding to DNA; AID 1259318; activity, % at 10 µM; 0.79% of 370,000 active; Rev-erbα–FITC-DNA binding, fluorescence polarization, 90 min;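 active = activity above about 14%, limit read from the data; passing the limit was not always enough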;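 note: 0% = DMSO wells with 35 nM protein and 100% = DMSO wells with 750 nM protein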
SIAE inh: blocks human sialic acid acetylesterase. Q9HAT2. SIAE FP-Rh probe binding, fluorescence polarization. inhibition, % at 9.66 µM. 0.69% of 370,000 active. AID 1053197;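 active = inhibition above a cutoff: mean of compounds within the control limits plus 3 SD of those, cut at about 17% in these data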;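 note: 0% = plate median of compound wells and 100% = probe without SIAE protein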
LEDGF integ inh: blocks HIV-1 LEDGF/p75-dependent DNA integration. TR-FRET IN-LEDGF/p75 DNA integration, Eu/Cy5. inhibition, % at 3.7 µM. 0.64% of 370,000 active. AID 743269;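 active = inhibition above the screen-wide mean plus 3 SD, cut at about 13% in these data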;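 note: signal is the Cy5 over europium emission ratio at 671 and 618 nm; 0% = plate median of compound wells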
rCAG RNA binder: molecules binding r(CAG) RNA repeats; r(CAG) RNA repeat, TO-PRO-1 dye displacement fluorescence; inhibition, % at 3 µM; 1.3% of 370,000 active; AID 651821;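 active = inhibition above the plate cutoff, the mean of all test compounds on that plate plus 3 SD, cut at about 35% in these data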;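 note: 0% = DMSO alone and 100% = 100 µM mitoxantrone as full dye displacement; higher means more dye released from RNA so lower well fluorescence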
PRMT1 FP inh: PRMT1 (human) inhibition, primary screen; Q99873; inhibition, % at 2.79 µM; recombinant PRMT1, activity-based probe fluorescence polarization; 1.3% of 370,000 active;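 active = inhibition above about 21% made by adding two undisclosed values, limit read from the data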
Target sequence (Q99873 whole entry, looked up): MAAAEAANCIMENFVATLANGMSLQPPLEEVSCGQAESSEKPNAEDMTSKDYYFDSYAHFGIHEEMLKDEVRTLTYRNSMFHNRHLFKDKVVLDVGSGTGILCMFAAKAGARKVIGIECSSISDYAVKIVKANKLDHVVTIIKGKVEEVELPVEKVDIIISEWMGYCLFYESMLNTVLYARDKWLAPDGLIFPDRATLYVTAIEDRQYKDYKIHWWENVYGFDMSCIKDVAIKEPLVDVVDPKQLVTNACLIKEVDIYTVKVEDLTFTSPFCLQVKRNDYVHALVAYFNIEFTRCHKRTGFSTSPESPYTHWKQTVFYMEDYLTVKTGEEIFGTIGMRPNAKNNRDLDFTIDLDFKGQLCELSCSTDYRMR
mABHD4 FP: ABHD4 (mouse) inhibition, primary FP screen | 0.54% of 370,000 active | inhibition, % at 8.92 µM | AID 720543 | purified mABHD4, FP-Rh probe fluorescence polarization;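 active = inhibition exceeding the mean over every tested compound plus 3 SD, cut at about 30% in these data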;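 note: 0% = plate median of compound wells and 100% = S159A mutant with DMSO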
Target sequence (Q8VD66 whole entry, looked up): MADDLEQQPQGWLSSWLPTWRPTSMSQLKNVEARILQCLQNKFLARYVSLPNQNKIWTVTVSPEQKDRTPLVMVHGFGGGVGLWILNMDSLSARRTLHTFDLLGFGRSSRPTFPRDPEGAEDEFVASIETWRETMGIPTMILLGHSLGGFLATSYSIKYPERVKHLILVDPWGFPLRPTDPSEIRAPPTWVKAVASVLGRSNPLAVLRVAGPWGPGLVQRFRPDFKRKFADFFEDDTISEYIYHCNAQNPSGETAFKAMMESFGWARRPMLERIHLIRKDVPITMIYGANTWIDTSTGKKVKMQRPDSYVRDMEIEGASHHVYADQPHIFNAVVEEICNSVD
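Assay system: Wild-type mouse ABHD4 protein | Medium: HEPES pH 7.0 buffer, 150 mM NaCl, 0.01% Pluronic F-127 | Incubation: Enzyme–compound pre-incubation 45 min, then probe 60 min, both 25 °C | Technique: Fluorescence polarization with parallel and perpendicular emission, 525/598 nm | Evaluation: % inhibition of FP-Rh probe binding versus controls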
HTRA1 inh: HTRA1 (human) protease inhibition. 0.5% of 340,000 active. AID 504803. inhibition, % at 5.96 µM. recombinant HTRA1, FP-rhodamine activity-based probe, fluorescence polarization. Q92743; in the data active = inhibition above about 36%;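 note: 0% = enzyme with DMSO and 100% = wells lacking enzyme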
PG9 binder: small molecules binding HIV-1 gp120 antibody PG9 | TR-FRET gp120-PG9 antibody binding | inhibition, % at 6.7 µM | 0.43% of 360,000 active | AID 624416; in the data active = inhibition above about 8.5%
TDP2 inh: blocks human TDP2 phosphodiesterase activity | AID 720702 | 0.34% of 370,000 active | O95551 | recombinant TDP2, T5PNP hydrolysis, p-nitrophenol absorbance 415 nm | inhibition, % at 12.8 µM;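 active = inhibition above the mean of all tested compounds plus 3 SD, set per campaign, cut at about 25% in these data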;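 note: 0% = DMSO with enzyme and 100% = buffer with substrate but no TDP2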
Target sequence (O95551 whole entry, looked up): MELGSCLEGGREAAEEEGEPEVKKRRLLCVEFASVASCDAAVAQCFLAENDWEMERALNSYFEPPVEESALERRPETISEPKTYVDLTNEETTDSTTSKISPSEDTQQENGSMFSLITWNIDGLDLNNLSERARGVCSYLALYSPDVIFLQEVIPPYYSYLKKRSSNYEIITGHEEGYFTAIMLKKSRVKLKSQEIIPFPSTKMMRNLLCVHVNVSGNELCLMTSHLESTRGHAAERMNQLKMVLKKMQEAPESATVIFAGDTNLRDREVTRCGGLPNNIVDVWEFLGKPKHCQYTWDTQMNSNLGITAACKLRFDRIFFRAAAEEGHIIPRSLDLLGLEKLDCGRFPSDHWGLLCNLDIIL
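Test system: human TDP2 enzyme; Input: 120 nM TDP2 per well; Buffer or medium: Mg2+-containing Tris-HCl buffer, pH 7.5; Reagent: 5 mM T5PNP; Dosing: 12.8 µM single point, 1% DMSO; Incubation: reaction 2 h, 37 °C; Detection: p-Nitrophenol epi absorbance; Read-out: % inhibition relative to enzyme-containing and enzyme-free wells; Replicates: single well per compound.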
Active calls of the source: *; . = no result given. A portion of the library. The share of hits here may be higher or lower than overall.

Results follow in this order: LEDGF integ inh	HTRA1 inh	TDP2 inh	TCR CD3 inh	PG9 binder	NR1D1 modulator	SIAE inh	rCAG RNA binder	mABHD4 FP	PRMT1 FP inh
CCCCN(c1ccccc1)S(=O)(=O)c1cccc2cccnc12
→ -2	-18	16	5	1.4	3	-6	-5	2	2
O=C(Nc1cccnc1)c1ccc(-c2ccc(Cl)cc2)o1
→ 5	-3	-7	0	-0.8	-4	-3	-5	7	-2
CC(C)(C)[C@H]1C=C(C(=O)NCc2nc3ccccc3[nH]2)O[C@@H](OCCCCO)C1
→ -2	-1	7	5	-2.0	-5	10	-7	-3	-3
O=C(OCc1ccccc1)N1CCC2CC1c1cc(N3CCCCC3)ccc12 (stereo not given)
→ 3	3	3	10	-1.3	-3	1	0	4	1
CCOc1ccccc1C(=O)NC(C(=O)Nc1ccccc1N1CCOCC1)C(C)C (stereo not given)
→ -1	0	-3	-8	-0.5	0	1	-9	-7	2
Cc1ccc(F)cc1C(=O)N1CCCC(c2cc(C(=O)NCc3ccccc3)no2)C1 (stereo not given)
→ -1	.	1	2	-0.2	1	-5	1	-8	-1
O=C(c1ccc(F)cc1)N1CCC(C(=O)N2CCN(Cc3ccc4c(c3)OCO4)CC2)CC1
→ 5	0	-5	-1	-0.6	-8	0	-9	1	-3
Cc1ccc(CNS(=O)(=O)c2ccc3c(c2)NC(=O)C(C)S3)cc1 (stereo not given)
→ 1	-7	-12	5	0.7	-1	-3	1	4	-1
C/C(=N/NC(=O)c1ccncc1)c1ccccc1
→ 0	15	8	6	-0.8	0	-2	0	1	-2
O=C(CSc1cccc[n+]1[O-])Nc1ccccc1C(F)(F)F
→ -2	-13	-4	-1	0.2	-1	5	1	2	2
CCOC(=O)c1c(C)nn(-c2ccc(NC(=O)c3c(C)noc3C)cc2)c1C
→ 4	3	-16	-2	-1.5	-1	2	-1	-2	-1
O=C(CN1C2CCCC1CC(NC(=O)c1ccccc1)C2)Nc1ccccc1C(F)(F)F (stereo not given)
→ 6	-2	0	-9	1.5	6	-14	-1	-15	7
COC(=O)c1cc(NC(=O)c2cc(C(C)(C)C)nn2Cc2ccc(F)cc2)ccc1N1CCOCC1
→ 1	.	3	-6	1.0	4	12	2	-13	-1
COc1ccccc1N1CCN(C(=O)c2cc3c(=O)n4ccccc4nc3s2)CC1
→ 0	0	-8	8	-0.8	8	7	-1	6	-5
O=C(Nc1ccc2c(c1)Cc1ccccc1-2)c1cccnc1
→ 1	-20	-6	4	-1.3	-1	-3	4	-13	-7
O=C(NC1CC1)c1ccc(CSCc2ccccc2Cl)o1
→ 1	-6	-9	0	-0.9	4	2	-2	6	-2
O=C(Cc1ccccc1)Nc1nnc(-c2cccs2)s1
→ 0	-2	-6	-6	12*	9	-3	4	-6	0
CCOC(=O)NC(=O)COC(=O)c1cccc2ccccc12
→ 1	3	-3	3	0.5	-2	1	-3	-3	-2
Cc1ccccc1N(C(=O)c1ccccn1)C(C(=O)NCc1ccccc1)c1cccnc1 (stereo not given)
→ 0	5	-18	0	-1.1	5	-6	-7	5	-2
Cc1ccc(CCN2C(=O)CCC2(C)C(=O)NC2CCCC2)cc1 (stereo not given)
→ 1	1	11	0	0.1	4	-1	2	3	-2
O=C(CSc1nnc(NC(=O)c2ccco2)s1)Nc1ccccc1Br
→ 1	-2	-5	-4	0.1	0	-8	-3	-2	3
CC(/C=C/C1(O)C(C)CC(O)CC1(C)C)OC1OC(CO)C(O)C(O)C1O (stereo not given)
→ 8	6	-4	10	-1.3	3	1	4	-2	6
COc1ccc2[nH]cc(CC(=O)O)c2c1
→ 2	2	5	-6	0.1	-1	6	3	-4	8
CCOc1ccc(OCC)c(NC(=O)CCS(=O)(=O)c2ccc(C)cc2)c1
→ -1	6	2	3	-0.8	-1	-2	-2	2	-2
CC1CCCN(c2cc3c(cc2[N+](=O)[O-])C(=O)N(c2ccccc2)C3=O)C1 (stereo not given)
→ -6	-1	-12	0	-1.0	3	-4	4	4	3
COc1cc(OC)cc(-c2oc(=O)c3cc(OC)c(OC)cc3c2C#CCCO)c1
→ -1	-13	11	-1	25*	21*	-6	8	-4	-2
Cc1ccc(C(=O)N2CC=C(c3ccccc3)CC2)o1
→ 2	-4	-16	-1	-1.3	2	-1	-3	2	0
O=C(NC(N1CCOCC1)C(Cl)(Cl)Cl)c1ccc(Br)cc1 (stereo not given)
→ -4	2	4	-3	-0.2	1	4	2	-2	2
O=C(CSc1nnc2c(n1)[nH]c1ccccc12)NC1CCCCC1
→ 5	10	-2	3	-1.4	-10	3	4	6	2
COc1ccc(C2CC(=O)Oc3cc(C)c(Cl)cc32)cc1 (stereo not given)
→ -4	-7	-7	-13	-0.8	9	3	8	-5	0
CCOC(=O)C1=C(C)NC(C)=C(C(=O)OCC)C1c1ccc(OC)cc1
→ 7	-6	-7	2	-0.8	2	-8	-4	-11	-4
COc1ccccc1CNCC(=O)Nc1ccc(C#N)cc1
→ -5	-2	-1	-5	0.3	-1	-5	0	14	6
CN/N=C/c1ccc(C#N)cc1
→ -2	7	-17	6	-0.8	-7	1	1	3	4
O=C(Nc1ccccc1)OCCCCOC(=O)Nc1ccccc1
→ -2	-12	1	-10	-1.2	-5	-4	1	-3	4
CN1C(=O)c2ccccc2C(O)c2ccccc21 (stereo not given)
→ 3	5	2	12	-0.4	0	-3	-1	-1	-1
CCN(CC)c1c([N+](=O)[O-])c(=O)sc2ccccc12
→ 0	7	-2	-9	-1.1	-5	-2	-2	10	4
CCOCCCNC(=O)CN1CCN(Cc2ccccc2C)C1=O
→ -4	3	-1	-1	-0.5	6	-1	-2	7	5
CC1CN(C(=O)CCC(=O)NC2CCN(Cc3ccccc3)CC2)c2ccccc2O1 (stereo not given)
→ 2	6	6	1	-0.2	5	0	-2	4	-6
CC/C(C)=N/Nc1nc2sc3c(c2c(=O)[nH]1)CC(C)(C)OC3
→ 1	0	4	-1	-2.8	6	3	6	7	5
CN(C)C(CNC(=O)c1ccc(S(=O)(=O)N(C)C)cc1)Cc1ccccc1 (stereo not given)
→ 0	-3	-16	3	0.9	0	9	-2	1	-4
O=C(Nc1ccccc1C(=O)NCCN1CCOCC1)c1ccc(Cl)cc1Cl
→ -2	7	0	-1	-3.2	-4	4	-5	3	0
COC(=O)c1ccc(COC(=O)C23CC4CC(CC(O)(C4)C2)C3)o1
→ 0	-2	2	2	0.2	-2	-4	-2	4	-1
Cc1ccc(NC(=O)COC(=O)Cc2ccsc2)c(C)c1
→ 2	7	10	-2	0.1	9	-4	0	-4	-4
CC(=O)c1ccc(NC(=O)C(C)OC(=O)C2CCN(c3ccc(C(F)(F)F)cn3)CC2)cc1 (stereo not given)
→ 2	-22	-21	-11	-1.2	1	-9	1	-31	2
S=C(NCCc1ccccn1)NC1CC2CCC1C2 (stereo not given)
→ 0	-1	-11	9	-2.6	-2	0	-2	4	-10
O=C(CSc1ccc2c(c1)OCCO2)Nc1cccnc1Cl
→ 3	2	0	5	-1.1	3	3	-2	-4	-3
CC(C)Oc1cccc(C(=O)NC(=S)NCc2cccnc2)c1
→ -5	1	-5	-9	0.2	2	-30	1	2	1
O=C(Cc1c(Sc2ccccc2)c2ccccc2n1Cc1ccccc1)NCCO
→ 2	-17	-16	-1	-3.6	3	-7	2	-15	-4
Cc1cc(C)nc(SCc2nnc(SCC(=O)Nc3ncc(C)s3)n2Cc2ccco2)n1
→ -2	-2	-4	1	0.7	9	-3	-4	5	0
C[C@H](CO)N1C[C@H](C)[C@@H](CN(C)C(=O)Nc2ccccc2)Oc2c(cccc2N(C)C)C1=O
→ 2	-4	-13	5	-0.2	-4	-1	1	-1	1
Cc1cc([N+](=O)[O-])ccc1NC(=O)c1ccco1
→ 4	3	0	5	-3.9	2	5	2	5	-2
O=C(NCc1cccnc1)c1cnc2ccccc2n1
→ -2	2	5	1	0.7	10	-4	-4	0	0
O=C(NC1CC1)c1cc2cc(Br)ccc2s1
→ 0	-9	2	-1	-0.7	-2	5	-1	1	0
CC1CCCN(S(=O)(=O)c2ccc3oc(=O)ccc3c2)C1 (stereo not given)
→ 7	5	-3	-4	-2.4	3	11	-2	-5	-5
O=C1OCCC1Sc1nnc(-c2ccc(Cl)cc2)n1Cc1ccccc1 (stereo not given)
→ 0	7	9	1	-1.7	-1	9	-3	-1	1
O=S1(=O)CC(N2CCN(Cc3ccccc3F)CC2)CN1Cc1cn(Cc2cccc(C(F)(F)F)c2)nn1 (stereo not given)
→ 0	.	4	3	2.0	-2	1	-1	4	8
O=C(NCC(c1ccco1)N1CCCCC1)c1ccc(COc2ccccc2)cc1 (stereo not given)
→ -1	-22	11	-4	-0.1	6	6	-6	-1	-1
COc1cccc(OCCNS(=O)(=O)c2ccccc2[N+](=O)[O-])c1
→ 2	1	1	-3	-0.6	1	-3	13	-5	-6
CCOC(=O)C1C(=O)C(=O)N(Cc2ccccc2)C1C(=O)OCC (stereo not given)
→ 3	-4	5	0	0.7	-5	-1	0	1	-3
O=C1NC[C@H](CCCCN2CCN(CCC3CCCCC3)C(=O)C2=O)N(CC2CCCCC2)C1=O
→ -1	.	0	8	0.9	5	5	0	6	-3

2 entries drawn at random from the list so far:
Results follow in this order: LEDGF integ inh	HTRA1 inh	TDP2 inh	TCR CD3 inh	PG9 binder	NR1D1 modulator	SIAE inh	rCAG RNA binder	mABHD4 FP	PRMT1 FP inh
O=S1(=O)CC(N2CCN(Cc3ccccc3F)CC2)CN1Cc1cn(Cc2cccc(C(F)(F)F)c2)nn1 (stereo not given)
→ 0	.	4	3	2.0	-2	1	-1	4	8
O=C(NCc1cccnc1)c1cnc2ccccc2n1
→ -2	2	5	1	0.7	10	-4	-4	0	0

(more compounds)
Results follow in this order: LEDGF integ inh	HTRA1 inh	TDP2 inh	TCR CD3 inh	PG9 binder	NR1D1 modulator	SIAE inh	rCAG RNA binder	mABHD4 FP	PRMT1 FP inh
CN(C)CCC1CCN(c2cc(C#N)c(C#N)cc2[N+](=O)[O-])CC1
→ -3	3	0	-5	0.9	-4	-4	-1	-3	3
CC(C)CNS(=O)(=O)c1ccc(CCC(=O)NC2CCCC2)cc1
→ 0	-3	-2	8	1.9	-2	-7	1	-6	-1
COc1cc(OC)cc(C(=O)NCCCCNC(=O)c2cc(OC)cc(OC)c2)c1
→ -4	.	7	-4	0.5	-1	4	-7	11	6
Cc1cc(NS(=O)(=O)c2ccc(NC(=O)Cc3ccc(Cl)c(F)c3)cc2)no1
→ 0	.	-3	.	.	-1	-1	22	-4	1
CCC(C)(C(=O)NC1CCCC1)N(C(=O)CC1NC(=O)NC1=O)c1c(C)n(C)n(-c2ccccc2)c1=O (stereo not given)
→ -6	9	10	-2	-1.0	4	-1	0	0	1
CC(C)OCCCn1c(=O)c2ccccc2n2c(CCC(=O)NCc3ccccn3)nnc12
→ 0	3	-3	-2	1.0	-3	-3	-4	2	1
CN(C)c1ccc(C(=O)N2CCCC(N3CCN(Cc4ccc5c(c4)OCO5)CC3)C2)cc1 (stereo not given)
→ 0	-9	-3	0	-1.5	1	0	-7	-5	-6
